From PubChem BioAssay
TRPC4 block – inhibitors of mouse TRPC4 channel, primary screen, Fluo4 calcium, HEK293 TRPC4beta/mu-opioid cells; Short transient receptor potential channel 4 (Mus musculus), Q9QUQ5; DAMGO-evoked Fluo4 calcium flux; hits give low values; B-score at 10 µM; 300,000 compounds, 0.39% hits;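 active = B-score over 3 SD under the library average, no early fluorescence shift, positive overall ratio signal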
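Material: HEK293 cells with stable TRPC4beta plus mu-opioid receptor expression / Probe or stimulus: DAMGO in two steps, submaximal then maximal / Compound: single concentration per test compound / Technique: kinetic Fluo4 fluorescence imaging of calcium influx / Read-out: per-well B score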
TRPC4 agonist – activators of mouse TRPC4 channel, primary screen, Fluo4 calcium, HEK293 TRPC4beta/mu-opioid cells; Fluo4 calcium fluorescence; hits give high values; 310,000 compounds, 0.49% hits; Short transient receptor potential channel 4 (Mus musculus), Q9QUQ5; B-score at 10 µM;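 active = B-score above 5 SD of library B-scores, and initial fluorescence ratio not above library mean plus 5 SD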;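 note: positive B-score marks a calcium rise read as TRPC4 activation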
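Technique: kinetic Fluo4 calcium fluorescence; Test system: TRPC4beta and mu-opioid receptor HEK293 stable cells; Measure: B-scored integrated calcium fluorescence ratio; Benchmarks: low control buffer alone, high control maximal DAMGO; Schedule: 45 min room-temperature Fluo4 loading, 110 s read.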
TMEM16A act – TMEM16A chloride channel activators or potentiators, primary screen, cell-based, HTS. HEK293 TMEM16A/YFP-H148Q/I152L, iodide quench fluorescence; hits give low values. B-score at 10 µM. 340,000 compounds, 0.3% hits. AID 623877, 2012;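 active = fluorescence-ratio B-score plate-corrected deviation score at least 3 library SD below zero, with starting fluorescence score within 5 deviations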;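 note: channel opened by trigger with iodide after compound preincubation; score built on the fluorescence ratio of max minus min over baseline; more negative score means more quench and so TMEM16A activation or potentiation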
Target sequence (Q8BHY3 whole entry, looked up): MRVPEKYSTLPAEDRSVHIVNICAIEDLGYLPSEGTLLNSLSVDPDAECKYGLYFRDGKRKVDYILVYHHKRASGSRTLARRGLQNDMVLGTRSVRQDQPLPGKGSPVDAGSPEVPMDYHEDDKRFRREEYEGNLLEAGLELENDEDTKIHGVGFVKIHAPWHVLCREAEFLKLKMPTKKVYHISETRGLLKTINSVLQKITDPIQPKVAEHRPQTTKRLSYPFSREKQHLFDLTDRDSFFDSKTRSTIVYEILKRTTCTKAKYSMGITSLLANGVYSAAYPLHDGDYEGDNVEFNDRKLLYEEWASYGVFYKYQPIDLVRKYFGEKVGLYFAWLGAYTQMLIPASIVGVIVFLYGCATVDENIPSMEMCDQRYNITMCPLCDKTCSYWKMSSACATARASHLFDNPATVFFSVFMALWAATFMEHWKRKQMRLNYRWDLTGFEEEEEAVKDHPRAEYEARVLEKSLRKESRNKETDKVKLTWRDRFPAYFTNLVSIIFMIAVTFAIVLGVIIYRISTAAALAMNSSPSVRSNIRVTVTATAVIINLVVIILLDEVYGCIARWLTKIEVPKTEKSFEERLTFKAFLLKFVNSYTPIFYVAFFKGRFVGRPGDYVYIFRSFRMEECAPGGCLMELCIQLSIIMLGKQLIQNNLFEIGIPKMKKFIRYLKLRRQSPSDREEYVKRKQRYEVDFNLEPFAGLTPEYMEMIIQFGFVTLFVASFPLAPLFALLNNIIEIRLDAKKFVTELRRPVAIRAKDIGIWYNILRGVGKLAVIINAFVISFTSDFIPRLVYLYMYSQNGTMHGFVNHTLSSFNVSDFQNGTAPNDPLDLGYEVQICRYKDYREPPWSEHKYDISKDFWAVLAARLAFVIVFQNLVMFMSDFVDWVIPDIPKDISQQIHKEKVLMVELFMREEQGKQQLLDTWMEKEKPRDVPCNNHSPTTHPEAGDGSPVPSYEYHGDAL
TRPC6 activator – mouse TRPC6 channel activators, primary screen, cell-based, HEK293, membrane potential dye; Short transient receptor potential channel 6 (Mus musculus), Q61143; HEK293-TRPC6 membrane potential dye fluorescence; hits give high values; B-score at 10 µM; 310,000 compounds, 0.13% hits; AID 2550, 2010;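 active = B-score of the integrated fluorescence ratio above library mean plus 3 SD, and starting fluorescence ratio within library mean plus 5 SD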;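 note: higher score means more depolarization so channel activation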
TMEM16A inh – TMEM16A chloride channel inhibitors, primary screen, cell-based, HTS | 310,000 compounds, 1.2% hits | normalized B-score (activity score, 25-100; higher = stronger inhibition) at 10 µM | AID 588511, 2011 | HEK293 TMEM16A/YFP iodide influx fluorescence, ionomycin;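 active = ratio plate-corrected score three or more library SD toward inhibition, starting fluorescence score within five deviations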;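 note: score derived from kinetic fluorescence span divided by baseline fluorescence per well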
MrgX1 ag – agonists of human MrgX1 receptor, primary screen, HEK293 cells, Fluo-4 calcium flux; Mas-related G-protein coupled receptor member X1 (Homo sapiens), Q96LB2; Fluo-4 calcium fluorescence, agonist mode; hits give high values; B-score at 10 µM; 310,000 compounds, 0.44% hits;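 active = calcium response B-score plate-corrected fluorescence ratio at least 3 library SD, with starting fluorescence B-score inside 5 SD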
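Material: MrgX1-expressing HEK293 cells / Dosing: compound as first of three additions / Incubation: overnight seeding, then 1 h dark dye loading / Signal: Fluo-4 NW calcium fluorescence / Evaluation: B-scored fluorescence response ratio / Benchmarks: positive and negative control wells on each plate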
TRPC6 inhibitor – mouse TRPC6 channel inhibitors, primary screen, cell-based, HEK293, membrane potential dye. Short transient receptor potential channel 6 (Mus musculus), Q61143. ACh-evoked depolarization; hits give low values. B-score at 10 µM. 310,000 compounds, 1.1% hits. AID 2553, 2010;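 active = B-score under library mean minus 3 SD, initial fluorescence not abnormally high, positive integrated signal ratio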;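 note: B-score derived from integrated fluorescence ratio over the kinetic read; more negative B-score means stronger inhibition of depolarization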
MrgX1 antag – antagonists of human MrgX1 receptor, primary screen, HEK293 cells, Fluo-4 calcium flux. Mas-related G-protein coupled receptor member X1 (Homo sapiens), Q96LB2. BAM8-22 antagonism; hits give low values. B-score at 10 µM. 310,000 compounds, 1.3% hits;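 active = calcium-response B-score plate-corrected more than 3 library SD below zero, starting fluorescence within 5 deviations, no agonist response on first addition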;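 note: peak minus trough fluorescence over baseline after final BAM8-22 challenge near maximal dose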
RGS4 block – RGS4 inhibitors, primary screen, cell-based, HEK293 M3R inducible RGS4, calcium flux. Regulator of G-protein signaling 4 (Homo sapiens), P49798. Fluo-4 calcium flux; hits give high values; triggered by carbachol at its EC20. B-score at 10 µM. 310,000 compounds, 0.45% hits;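 active = B-score, a plate-corrected calcium signal, over three deviations above library mean, with baseline fluorescence within five deviations of library mean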;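 note: RGS4 expression induced by doxycycline in cells with stable M3 receptor; B-score is computed from the integrated fluorescence ratio over baseline after carbachol; higher B-score means a larger calcium signal and so more RGS4 inhibition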
TRPC4 potent – positive allosteric modulators of TRPC4, primary screen, cell-based, mouse TRPC4beta, HEK293 mu-opioid, Fluo-4 calcium; Short transient receptor potential channel 4 (Mus musculus), Q9QUQ5; DAMGO EC20, Fluo-4 Ca2+ flux; hits give high values; B-score at 10 µM; 310,000 compounds, 0.42% hits;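 active = B-score of calcium response area above 5 SD of library B-scores, with initial fluorescence ratio within 5 SD of library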;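 note: B-score of integrated fluorescence ratio over time as area under calcium response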
MrgX1 PAM – positive allosteric modulators of MrgX1, primary screen, HEK293 cells, Fluo-4 calcium flux; B-score at 10 µM; AID 588675, 2011; FDSS; hits give high values; 310,000 compounds, 0.63% hits; Mas-related G-protein coupled receptor member X1 (Homo sapiens), Q96LB2;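 active = plate-corrected calcium response at least 3 library SD above typical, normal starting fluorescence, not activating the receptor alone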;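 note: compound read alongside a low EC10 to EC30 dose of BAM8-22 agonist; peak minus trough fluorescence over baseline measured at the second addition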
Active calls of the source: *; i = inactive; / = no result given.

SMILES	TRPC4 block	TRPC4 agonist	TMEM16A act	TRPC6 activator	TMEM16A inh	MrgX1 ag	TRPC6 inhibitor	MrgX1 antag	RGS4 block	TRPC4 potent	MrgX1 PAM
Cc1cccc(N2CCN(C(=O)CCS(=O)(=O)c3ccc(Br)cc3)CC2C)c1 (stereo not given)	i	i	i	i	i	i	i	i	i	i	i
COc1cccc(NC(=O)c2ccc3c(c2)N(CC(=O)N2CCOCC2)C(=O)C(C)(C)O3)c1	i	i	i	i	i	i	i	i	i	i	i
O=S(=O)(c1cnccc1N1CCN(/N=C/c2ccc(Br)cc2)CC1)N1CCCCC1	i	i	i	i	i	i	i	i	i	i	i
CCCCNC(=O)C1CCC(CNc2nc(=S)[nH]c3ccccc23)CC1 (stereo not given)	i	i	i	i	i	i	i	i	i	i	i
Cc1cc(C)c2nc(SC(C)C(=O)NCC(=O)Nc3ccc(F)c(F)c3F)cc(C)c2c1 (stereo not given)	i	i	i	i	i	i	i	i	i	i	i
c1ccc(-n2nnnc2CN2CCOCC2)cc1	i	i	i	i	i	i	i	i	i	i	i
O=C(NCCc1ccccn1)c1cc2ccccc2o1	i	i	i	i	i	i	i	i	i	i	i
Cn1c(=O)c([N+](=O)[O-])c(NCc2ccccc2)c2ccccc21	i	i	i	i	i	i	i	i	i	i	i
CCCCn1nnnc1NCc1ccc(C)s1	i	i	i	i	i	i	i	i	i	i	i
O=C(O)c1ccccc1C(=O)Nn1cnnc1	i	i	i	i	i	i	i	i	i	i	i
Cc1ccc(Nc2nc(N)nc(CSc3nnc(C)s3)n2)cc1	i	i	i	i	i	i	i	i	i	i	i
Cc1cccc(N2CCN(C(=O)Cn3sc4nc(C)cc(C)c4c3=O)CC2C)c1 (stereo not given)	i	i	i	i	i	i	i	i	i	i	i
CCOC(=O)N/N=C/c1ccc(Oc2ccccc2)cc1	i	i	i	i	/	/	i	/	i	i	/
NC(=O)c1nnsc1-c1ccc(-c2snnc2C(N)=O)cc1	i	i	i	i	i	i	i	i	i	i	i
CCOC(=O)N1CCN(C2CCCN(C(=O)c3ccccc3C(F)(F)F)C2)CC1 (stereo not given)	i	i	i	i	/	/	i	/	i	i	/
Cc1ccc(NC(=O)CN(C)C(=O)COC(=O)/C=C/c2cccs2)cc1	i	i	i	i	i	i	i	i	i	i	i
Cc1cccc(OCCc2nnc(N)s2)c1C	i	i	i	i	i	i	i	i	i	i	i
COc1ccc2ncn(-c3ccccc3)c2c1	i	i	i	i	i	i	i	i	i	i	i
Cc1ccc(S(=O)(=O)N(C)c2ccc(C(=O)NCc3ccccn3)cc2)cc1	i	i	i	i	i	i	i	i	i	i	i
CCc1cc(=O)[nH]c(SCC(=O)Nc2ccc3c(c2)OCCO3)n1	i	i	i	i	i	i	i	i	i	i	i

A different layout for 2 compounds above:
Molecule | TRPC4 block | TRPC4 agonist | TMEM16A act | TRPC6 activator | TMEM16A inh | MrgX1 ag | TRPC6 inhibitor | MrgX1 antag | RGS4 block | TRPC4 potent | MrgX1 PAM
c1ccc(-n2nnnc2CN2CCOCC2)cc1 | i | i | i | i | i | i | i | i | i | i | i
O=C(NCCc1ccccn1)c1cc2ccccc2o1 | i | i | i | i | i | i | i | i | i | i | i

Carrying on.
SMILES	TRPC4 block	TRPC4 agonist	TMEM16A act	TRPC6 activator	TMEM16A inh	MrgX1 ag	TRPC6 inhibitor	MrgX1 antag	RGS4 block	TRPC4 potent	MrgX1 PAM
CC1=C(C(=O)Nc2ccccn2)C(c2ccc3c(c2)OCO3)C2=C(CC(C)(C)CC2=O)N1 (stereo not given)	i	i	i	i	i	i	i	i	i	i	i
Cn1c2ccccc2c(=O)c2ccc(C#CC3(N)CCCCC3)cc21	i	i	i	i	i	i	-8.6*	i	i	i	i
O=C(CCS(=O)(=O)c1cc2c(cc1Cl)NC(=O)CO2)NCc1ccccc1	i	i	i	i	i	i	i	i	i	i	i
CC(C)(C)OC(=O)N1CCN(C(=O)Nc2ccc3c(c2)OCCO3)CC1	i	i	i	i	i	i	i	i	i	i	i
Cc1ccc(C(=O)N(CCCN(C)C)c2nc3ccc(Cl)cc3s2)cc1C	i	i	i	i	i	i	i	i	i	i	i
O=C(N=C1SC2CS(=O)(=O)CC2N1c1cc(Cl)ccc1Cl)C1CC1 (stereo not given)	i	i	i	i	i	i	i	i	i	i	i
CCOC(=O)c1sc(C)c2c(=O)n(Cc3ccc(Cl)cc3)c(C)nc12	i	i	i	i	i	i	i	i	i	i	i
C/C(CC(=O)Nc1ccc(OCc2ccccc2)cc1)=N\NC(=O)C(=O)Nc1ccccc1C	i	i	i	i	i	i	i	i	i	i	i
CCCc1nc2nc(C)c(NS(=O)(=O)c3ccc(Cl)cc3)c(=O)n2[nH]1	i	i	i	i	i	i	i	i	i	i	i
O=C(Nc1ccc2c(c1)CCC2)C1CCN(c2ncccn2)CC1	i	i	i	i	i	i	i	i	i	i	i
COc1ccc(C(=O)NCc2nnc(SCCOc3ccccc3)n2C)cc1	i	i	i	i	i	i	i	-8*	i	i	i
Cc1onc(-c2c(F)cccc2Cl)c1C(=O)Nc1sc2c(c1C#N)CCC(C(C)(C)C)C2 (stereo not given)	i	i	i	i	i	i	i	i	i	i	i
CN(C)CCCNC(=O)c1ccccc1Oc1ccccc1	i	i	i	i	i	i	i	i	i	i	i
O=C(NCc1ccc2c(c1)OCO2)C1CCN(c2ncccn2)CC1	i	i	i	i	i	i	i	i	i	i	i
COc1ccc(OC)c(CNc2ccc3c(c2)CCC3)c1	i	i	i	i	i	i	i	i	i	i	i
COC(=O)c1ccccc1NC(=S)NC(NC(=O)COc1ccccc1)C(Cl)(Cl)Cl (stereo not given)	i	i	i	i	i	i	i	i	i	i	i
CC1CN(c2ccc(Oc3ccccc3)cc2)c2nc3c(c(=O)[nH]c(=O)n3C)n2C1 (stereo not given)	i	i	i	i	/	/	i	/	i	i	/
COc1ccc(N2CCN(S(=O)(=O)CCNC(=O)COc3ccc(Cl)cc3)CC2)cc1	i	i	i	i	i	i	i	i	i	i	i
Cc1cc(NC(=O)CSc2nc3cc4c(cc3c(=O)n2CCc2ccccc2)OCO4)no1	i	i	i	i	i	i	i	i	i	i	i
COc1ccc(-n2c(Cc3cccn3C)nnc2SCC(=O)NC2CCCC2)cc1	i	i	i	i	i	i	i	i	i	i	i
CCCCCCCCC(=O)N/N=C(\C)c1cccnc1	i	i	i	i	i	i	i	i	i	i	i
CC1(C)NC(=O)NC2(C)NC(=O)NC(C)(C)C12 (stereo not given)	i	i	i	i	i	i	i	i	i	i	i
Nc1ccc2c(c1)C(=O)N(CCCCCC(=O)O)C2	i	i	i	i	i	i	i	i	i	i	i
O=C(NNC(=O)c1ccccc1[N+](=O)[O-])c1cccs1	i	i	i	i	i	i	i	i	i	i	i
COCCn1c(-c2ccc(OC)cc2)cnc1N	i	i	i	i	i	i	i	i	i	i	i
O=C(CC12CC3CC(CC(Br)(C3)C1)C2)Nc1cccc(S(=O)(=O)NC2=NCCC2)c1	i	i	i	i	i	i	i	i	i	i	i
COc1ccc(OC)c(NC(=O)CSc2ccc3nnc(-c4cccnc4)n3n2)c1	i	i	i	i	i	i	i	i	i	i	i
CN1CCN(C(=S)c2ccc(-c3cccc([N+](=O)[O-])c3)o2)CC1	i	i	i	i	i	i	i	i	i	i	i
c1ccc(-c2nc(N3CCCCC3)nc3ccccc23)cc1	i	i	i	i	i	i	i	i	i	i	i
O=C(CCCOc1ccc(Br)cc1)NCCc1ccc(OC(F)F)cc1	i	i	i	i	i	i	i	i	i	i	i
COc1ccccc1NS(=O)(=O)c1cc(C(=O)NCC(c2ccco2)N(C)C)ccc1C (stereo not given)	i	i	i	i	i	i	i	i	i	i	i
Cc1ccc([N+](=O)[O-])cc1S(=O)(=O)N1CCN(C)CC1	i	i	i	i	i	i	i	i	i	i	i
Cc1cc(C)nc(NC=C2C(=O)OC(C)(C)OC2=O)n1	i	i	i	i	i	i	i	i	i	i	i
COc1ccc(CCCc2nnc(SCC(=O)Nc3nc(C)cs3)n2C)cc1C	i	i	i	i	i	i	i	i	i	i	i
COc1ccc(C(=O)NC2CC(C)(C)NC(C)(C)C2)cc1OC	i	i	i	i	i	i	i	i	i	i	i
COc1ccc(NC(=S)Nc2ccc(N)c([N+](=O)[O-])c2)cc1	i	i	i	i	i	i	i	i	i	i	i
O/N=C1\CCCc2ccc3ccccc3c21	i	i	i	i	i	i	i	i	i	i	i
C[C@]12C(=O)N(c3ccccc3)C(=O)N1[C@@H]1c3ccccc3OC[C@@H]1[C@H]2c1ccccc1	i	i	i	i	i	i	i	i	i	i	i
CCn1c(C(=O)O)c(CC(=O)Nc2ccccc2F)c2ccccc21	i	i	i	i	i	i	i	i	i	i	i
Cc1no[n+]([O-])c1COc1ccccc1/C=N/n1nnnc1N	i	i	i	i	i	i	i	i	i	i	i
CCOC(=O)c1ccc(NC(=O)c2nc[nH]c2C(=O)N[C@@H](CC(C)C)C(=O)OCc2ccccc2)cc1	i	i	i	i	i	i	i	i	i	i	i
CN1CCN(C(=O)c2cccn(Cc3c(Cl)cccc3Cl)c2=O)CC1	i	184*	i	i	i	i	i	i	i	i	i
CCCOC1CCCN(C(=O)CCc2nnc(Cc3cccc(C)c3)o2)C1 (stereo not given)	i	i	i	i	i	i	i	i	i	i	i
COc1cc(NC(=O)c2cccs2)c(C(=O)OCC(=O)NC(=O)NC(C)(C)C)cc1OC	i	i	i	i	i	i	i	-4.6*	i	i	i
